Screens deposited in PubChem BioAssay by National Center for Advancing Translational Sciences (NCATS).
Lipid storage S3 – qHTS Assay for Lipid Storage Modulators in Drosophila S3 Cells. Drosophila S3 cells, BODIPY lipid droplet fluorescence, 18-24 h; cells fed with added oleic acid. Potency in µM for hits, for the others lipid storage change, negative = inhibition, % at the top dose, mostly 46.1 µM. actives 0.64% (n = 320,000). AID 2685; active = well fitted inhibition curve with a large enough effect in the signal ratio, with a control signal flat, not every such curve was filed as active; inconclusive = small, poorly fitted or top-dose-only effect, or effect the other way, or a change in a side signal; the % refers to the signal ratio
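Drosophila S3 cells loaded with oleic acid (400 uM, as added) and compounds at several concentrations; lipid droplets imaged by 488-nm laser-scanning cytometry, 500–530 nm intensity and object ratio to cell channel. Percent activity normalized to 20 uM Triacsin C.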
Lipid storage S3 cell count max – also measured in Lipid storage S3; calls as there; cell number change, %; measured here: cell count max response;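 cells counted by Cell Tracker Red CMTPX staining in the red channel; peak over a dose series mostly up to 46.1 µM; percent activity relative to internal control wells on each plate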
The depositor's hits bear a star; i = inactive; ? = inconclusive; / = no result given; [ ] = remark or other dose. % is scaled to controls: 0 for no effect and ±100 for the full control effect; potency is read from the fitted curve at half-maximal effect. These rows are one share of the data; the hit share may differ from the screen's.

Results follow in this order: Lipid storage S3	Lipid storage S3 cell count max
- O=C(c1ccccn1)N1CCN(c2ccc(C(F)(F)F)cn2)CC1
    1.1%	-1.5
- COc1cccc(-n2nnc3c(=O)n(CC(=O)NC4CCCC4)cnc32)c1
    -11.9%	-16.3
- O=C1CSC(c2ccccn2)N1c1cccc(Cl)c1 (stereo unspecified)
    i	2.3
- O=C(NCc1ccccn1)c1ccc2c(=O)n(CCc3ccccc3)c(=O)[nH]c2c1
    i	/
- Cc1nc2scc(C)n2c(=O)c1S(=O)(=O)N1CCN(c2ccc(F)cc2)CC1
    ?	/
- O=C(Cc1csc(Nc2nc(=S)[nH]c3ccccc23)n1)NCc1ccc(Cl)cc1
    2.3%	14.9
- O=C(N/N=C/c1ccco1)c1cc(-c2ccc(Cl)s2)[nH]n1
    i	/
- O=C(CNC1=NCCC1)c1ccc2c(c1)OCCO2
    ?	/
- CCOc1ccc(NC(=S)N(CCOC)C2CCN(C(C)C)CC2)cc1
    ?	/
- Cc1ccc(C)c(-n2nnnc2SCC(=O)Nc2c(C)n(C)n(-c3ccccc3)c2=O)c1
    ?	/
- Cc1cccc(OCc2nc(C#N)c(NCc3ccc4c(c3)OCO4)o2)c1
    ?	/
- N=C1C(=O)OCC1c1ccccc1NC(=O)CN1CCOCC1 (stereo unspecified)
    -5.6%	-2.8
- Cc1ccc(C)c(NC(=S)NCc2ccc3[nH]c4c(c3c2)CCCC4)c1
    ?	/
- CCCNC(=O)CN1C(=O)NC(c2ccccc2)(c2ccccc2)C1=O
    i	8.3
- CCCCN(C)CCCNC(=O)c1cn(C)c2ccc(S(=O)(=O)N(C)C3CCCCC3)cc2c1=O
    i	-16.7
- CCOc1ccc(Nc2nc3c(c(=O)[nH]2)CCC3)cc1
    20.2%	-4.4
- COC(=O)NNC(=O)c1cccc(C)c1
    -14.0%	-0.9
- CCOC(=O)N1CCN(c2nc(C)c3c(n2)CCCC3=O)CC1
    ?	/
- COc1ccc(C(O)(C(=O)NNc2ccc(C)cc2)c2cccs2)cc1 (stereo unspecified)
    32.6µM*	10.5*
- C=CCn1c(SCc2ccc(C#N)cc2)nnc1-c1ccccc1
    i	/
- Cc1occc1C(=O)N1CCCC(Nc2ccc(F)c(F)c2)C1 (stereo unspecified)
    4.6%	-4.4
- Cc1noc(C)c1C(=O)Nc1ccc(F)cc1F
    ?	/
- CCCS(=O)(=O)c1c(S(=O)(=O)CCC)c2ccc(C(N)=O)cn2c1C(=O)c1ccc(F)cc1
    -0.8%	12.7
- C=CCn1c(SCC(=O)NC(=O)NC2CCCC2)nnc1C1CCCCC1
    0.3%	0.8
- NC(=O)COC(=O)c1ccc(Cl)c(S(=O)(=O)N2CCCCCC2)c1
    -0.1%	/
- O=C(NCc1nc2ccccc2[nH]1)C1=C[C@H](C2CCCCC2)C[C@H](OCc2ccc(CO)cc2)O1
    -26.9%	1.1
- OC[C@H]1OC(O)[C@@H](O)[C@@H](O)[C@@H]1O (stereo partly specified)
    -22.2%	/
- CN1CCC(=NNC(=O)C(=O)NCc2ccccc2)CC1
    ?	/
- FC(F)(F)c1ccc(Oc2ccc3ccccc3c2Br)nc1
    ?	/
- O=C(COC(=O)CNC(=O)c1ccccc1F)Nc1ccc2c(c1)OCO2
    ?	/
- COCCn1c(CN2CCC(Cc3ccccc3)CC2)nc2c1c(=O)n(C)c(=O)n2C
    i	/
- CCCCOc1ccc(C(=O)NCC(=O)N2CCN(C(=O)c3ccco3)CC2)cc1
    ?	/
- CC1CN(C(=O)COC(=O)/C=C/c2ccc(C(F)(F)F)cc2)CC(C)O1 (stereo unspecified)
    21.1%	16.5
- Cc1cccc(N2CN(Cc3ccco3)CNC2=S)c1C
    ?	/
- O=C(Nc1nnc(C2=COCCO2)o1)c1cccc(F)c1
    i[0.369 µM]	8.5
- Brc1cccc(-c2nnc3sc(CN4CCC5(CC4)OCCO5)cn23)c1
    ?	/
- CCOc1ccc(S(=O)(=O)N2CCC(C(=O)NCc3ccccc3CN3CCCC3)CC2)cc1
    -5.0%	-8.7
- O=c1ccn(CCCBr)c(=O)[nH]1
    -14.7%	-12.8
- NC(=O)c1nn(CC(=O)Nc2ccc3c(c2)OCO3)cc1[N+](=O)[O-]
    ?	/
- CCc1nnc(NC(=O)C2Cc3ccccc3CN2S(=O)(=O)c2cccs2)s1 (stereo unspecified)
    i	/
- COc1cccc(C2NC(=O)NC(O)(C(F)(F)F)C2C(=O)c2cccnc2)c1OC (stereo unspecified)
    ?	/
- COC(=O)CN(c1ccccc1C)S(C)(=O)=O
    5.9%	-24.4
- O=c1cc(-c2ccco2)oc2ccc(Cl)cc12
    -12.7%	-3.1
- N#Cc1cc(C(=O)Cc2ccccc2)c[nH]1
    ?	/
- C=CCNC(=O)c1ccc2nc(-c3ccccc3)c(-c3ccccc3)nc2c1
    -4.1%	0.3
- Cc1cc(C(=O)NCCc2ccc(S(N)(=O)=O)cc2)c(C)o1
    i	4.2
- O=C(COC(=O)[C@@H]1CC(O)CN1S(=O)(=O)c1ccccc1[N+](=O)[O-])Nc1ccc2ccccc2c1 (stereo partly specified)
    ?	/
- O=C(NCC1OCCCN1S(=O)(=O)c1ccc(F)cc1)C(=O)NC1CCCC1 (stereo unspecified)
    -13.1%	-2.9
- COc1cc2c(cc1OC)CN(c1ncccc1[N+](=O)[O-])CC2
    14.7%	2.8
- COc1cc2c(cc1OC)C(C)N(C(=O)c1cc3c(C)cc(C)cc3[nH]1)CC2 (stereo unspecified)
    ?	/
- Cn1c(=O)cc(OCCCC(=O)NCc2ccc3c(c2)OCO3)c2ccccc21
    ?	/
- O=C(N/C(=C\c1ccco1)C(=O)N1CCCC1)c1cccs1
    ?	/
- COc1cccc(-c2cc(C(F)(F)F)nc(-n3cncn3)n2)c1
    -4.2%	/
- CC(Sc1nc(N)cc(=O)[nH]1)C(=O)NNC(=O)c1cccc(Cl)c1 (stereo unspecified)
    ?	/
- O=S(=O)(/N=C(\c1ccccc1)N1CCOCC1)c1ccc(Cl)cc1
    12.5%	1.1
- Cc1csc(NC(=O)Cn2nc(C)c([N+](=O)[O-])c2C)n1
    ?	/
- CCC(C(=O)NCCC1=CCCCC1)c1ccccc1 (stereo unspecified)
    17.5%	9.8
- COc1ccccc1NC(=O)CN(c1ccccc1OC)S(=O)(=O)c1ccccc1
    ?	/
- C/C(=N\NC(=S)NC(C)C)c1ccccc1
    -6.1%	-10.9
- CNC(=S)NNC(=O)COc1ccccc1C
    -1.6%	-12.4

Going on with the list:
Results follow in this order: Lipid storage S3	Lipid storage S3 cell count max
- Cc1cccc(NC(=O)C2CCCN(S(=O)(=O)c3cccs3)C2)c1C (stereo unspecified)
    ?	/
- CC(C)c1nc2sc3ccccc3c(=O)c2c(=O)n1Cc1ccccc1
    ?	/
- COc1cc(OC)c(-c2nn3c(-c4ccncc4)nnc3s2)cc1OC
    i	4.3
- O=C(COc1ccc(Cl)cc1)NCCC1=CCCCC1
    ?	/
- Cc1[nH]c2ccccc2c1C(=O)CN1CCC(C(N)=O)(N2CCCCC2)CC1
    23.8%	7.9
- CCCc1c(C(=O)N/N=C/c2ccco2)nnn1-c1nonc1N
    i	14.1
- CC1=NN(c2ccccc2)C(=O)C1C(=O)c1ccc(Cl)cc1 (stereo unspecified)
    ?	/
- CCOC(=O)c1c(-c2ccccc2)csc1/N=C/C1C(=O)CCCC1=O
    ?	/
- Cc1ccc(NC(=O)c2sc(N)nc2-c2ccc([N+](=O)[O-])cc2)cc1C
    ?	/
- O=C(NC12CC3CC(CC(C3)C1)C2)N1CCN(C(=O)c2ccco2)CC1
    ?	/
- O=C(COC(=O)c1cccc(-n2cnnn2)c1)c1ccccc1
    -20.8%	4.4
- CN(CC(=O)Nc1ccc(F)cc1)C(=O)C1Cc2ccccc2CN1S(C)(=O)=O (stereo unspecified)
    -3.2%	-18.1
- NC(=O)COc1ccc(-n2cnnn2)cc1
    -17.0%	-28.3
- CC(C)C(=O)Nc1nnc(CCc2nnc(NC(=O)C(C)C)s2)s1
    0.7%	/
- Cc1ccc(-c2n[nH]c(=S)n2/N=C/c2c(C)[nH]n(-c3ccccc3)c2=O)cc1
    -6.7%	-11.4
- COc1ccc(N2CCN(C(=O)c3cccc(NC(=O)c4ccco4)c3)CC2)cc1
    ?	/
- CCCN(CCC)C(=O)Cn1c(=O)n(CCCCC(=O)NC2CCCC2)c(=O)c2ccccc21
    -42.5%	/
- CCOc1ccc(Nc2ncnc(N)n2)cc1
    i	6.9
- Cc1cc(NC(=O)OC(C)C)ccc1-c1ccc(NC(=O)OC(C)C)cc1C
    ?	/
- COc1cccc(CN(C(=O)c2cc3ccccc3oc2=O)C2CC2)c1
    15.6%	-5.5
- COc1ccc(Cc2nn3c(Cn4nnc5ccccc54)nnc3s2)cc1
    ?	/
- COc1cccc(NC(=O)CCS(=O)(=O)c2cccs2)c1
    28.3%	-4.6
- Cc1ccc(N2CC(C(=O)N3CCC(C(=O)Nc4ccc(Br)cc4)CC3)CC2=O)cc1 (stereo unspecified)
    ?	/
- Cc1cccc(C(=O)N2CCN(CCNC(=O)C(=O)Nc3ccc(F)cc3)CC2)c1
    ?	/
- CCS(=O)(=O)c1ccc2oc(SCC(=O)NCCc3ccc(F)cc3)nc2c1
    14.1%	4.8
- COc1ccccc1N1CCN(CC(C)N(C(=O)C2CCCCC2)c2ccccn2)CC1 (stereo unspecified)
    12.2%	9.4
- COc1ccc(C2=C(C)CC(C)(C)NC2=O)cc1OC
    -5.8%	-2.4
- COc1ccc(NC(=O)COC(=O)CCCc2c[nH]c3ccccc23)cc1
    ?	/
- Cc1ccccc1N(CC(=O)NCCSC1CCCCC1)S(=O)(=O)c1ccccc1
    ?	/
- Cc1ccccc1OCc1n[nH]c(=S)n1-c1ccccc1
    -16.5%	0.4

Shown with each value named: entries from further up
> Cc1cc(NC(=O)OC(C)C)ccc1-c1ccc(NC(=O)OC(C)C)cc1C
  Lipid storage S3 = ?; Lipid storage S3 cell count max = /
> COc1cccc(CN(C(=O)c2cc3ccccc3oc2=O)C2CC2)c1
  Lipid storage S3 = 15.6%; Lipid storage S3 cell count max = -5.5
> COc1ccc(Cc2nn3c(Cn4nnc5ccccc54)nnc3s2)cc1
  Lipid storage S3 = ?; Lipid storage S3 cell count max = /

(listing goes on)
Results follow in this order: Lipid storage S3	Lipid storage S3 cell count max
- N#CC1=C(SCC(=O)c2cc3ccccc3oc2=O)NC(=O)C(C#N)C12CCCC2 (stereo unspecified)
    ?	/
- COc1ccc(OC(C)c2nnc(N)s2)cc1 (stereo unspecified)
    ?	/
- Cc1nnc(SCC(=O)c2cc(C)n(-c3c(C)n(C)n(-c4ccccc4)c3=O)c2C)s1
    ?	/
- O=C(NC1CCS(=O)(=O)C1)c1c(NC(=O)C2COc3ccccc3O2)sc2c1CCCC2 (stereo unspecified)
    ?	/
- C=CCOC(=O)CN1C(=O)c2ccccc2C1=O
    ?	/
- Cc1ccc(-c2ccc(NC(=O)C3C4C=CC(C4)C3C(=O)O)cc2)o1 (stereo unspecified)
    ?	/
- CCN(CC)C(=O)CN(C#N)c1nc(Cl)nc(N(C)C)n1
    -7.7%	3.5
- CCOc1ccccc1CN1CCN(Cc2ccc(C)o2)C(CCO)C1 (stereo unspecified)
    ?	/
- O=P(O)(CN1CCCCCC1)C1Cc2ccccc2C1
    7.5%	-0.3
- COc1cc(CN2CCNC(=O)C2CC(=O)NC2CCCCC2)cc(OC)c1 (stereo unspecified)
    -12.2%	-21.5
- COc1ccc(NS(=O)(=O)c2c(C)cc(C)cc2C)cn1
    ?	/
- COC(=O)C1=C(N)Oc2cc(C)[nH]c(=O)c2C1c1ccc(Cl)cc1 (stereo unspecified)
    1.5%	9.4
- CC(C)(C)NC(=O)c1cccc(NC(=O)Cc2cccs2)c1
    -7.1%	4.3
- Cc1ccccc1N1CC(C(=O)Nc2ccc3c(c2)OCO3)CC1=O (stereo unspecified)
    -24.2%	/
- CCn1cc(C(=O)NCCOC)c(=O)c2ccc(C)nc21
    ?	/
- O=C(Nc1ccc(F)cc1)Nc1ccc(Cl)cn1
    -26.2%	7.4
- O=C(Cn1c(-c2cscn2)nc2ccccc21)Nc1ccc2ccccc2c1
    ?	/
- Cc1noc2ncnc(Sc3ccccc3Cl)c12
    ?	/
- COc1cccc(-c2c(-c3cc(OC)cc(OC)c3)n(C)c3ccc(-c4ccc5[nH]ccc5c4)cc23)c1
    ?	/
- COc1cccc(C2CC(=O)N3CN(c4cccc(Cl)c4C)CSC3=C2C#N)c1OC (stereo unspecified)
    ?	/
- CC1(C)CC(=O)c2sc(NC(=O)C3COc4ccccc4O3)nc2C1 (stereo unspecified)
    i	-14.4
- Cc1cc(C)cc(NC(=O)C2CCCN(c3nc(C)cc(C)n3)C2)c1 (stereo unspecified)
    -12.8%	16.4
- Cc1occc1C(=O)NCc1ccco1
    ?	/
- O=C(Nc1ccncc1)Nc1cccc(Cl)c1Cl
    ?	/
- CCN(CC)C(CNS(=O)(=O)c1ccc(Cl)cc1)c1ccccc1 (stereo unspecified)
    ?	/
- CC12CCC(C)(c3nc4ccccc4nc31)C2(C)C
    ?	/
- CN1CCN(CCCNC(=O)CN2C(=O)COc3ccccc32)CC1
    7.4%	-1.3
- CC(=O)c1sc(NC(=O)c2ccccc2)nc1-c1ccccc1
    i	/

Single records, as listed above:
`O=C(Nc1ccncc1)Nc1cccc(Cl)c1Cl` reads Lipid storage S3 = ?; Lipid storage S3 cell count max = /
`Cc1noc2ncnc(Sc3ccccc3Cl)c12` reads Lipid storage S3 = ?; Lipid storage S3 cell count max = /
